Bioassay records from PubChem BioAssay.
ERa SRC1 inh – ER-alpha (human) coactivator binding inhibition | P03372 | inhibition, % at 25.6 µM | TR-FRET ER-alpha LBD / SRC-1 peptide, estradiol-bound | 86,000 compounds, 1.7% hits; in the data active = inhibition above about 50%;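 note: 0% = receptor plus peptide control and 100% = peptide only without receptor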
Target sequence (P03372 whole entry, looked up, the tested form may be a part): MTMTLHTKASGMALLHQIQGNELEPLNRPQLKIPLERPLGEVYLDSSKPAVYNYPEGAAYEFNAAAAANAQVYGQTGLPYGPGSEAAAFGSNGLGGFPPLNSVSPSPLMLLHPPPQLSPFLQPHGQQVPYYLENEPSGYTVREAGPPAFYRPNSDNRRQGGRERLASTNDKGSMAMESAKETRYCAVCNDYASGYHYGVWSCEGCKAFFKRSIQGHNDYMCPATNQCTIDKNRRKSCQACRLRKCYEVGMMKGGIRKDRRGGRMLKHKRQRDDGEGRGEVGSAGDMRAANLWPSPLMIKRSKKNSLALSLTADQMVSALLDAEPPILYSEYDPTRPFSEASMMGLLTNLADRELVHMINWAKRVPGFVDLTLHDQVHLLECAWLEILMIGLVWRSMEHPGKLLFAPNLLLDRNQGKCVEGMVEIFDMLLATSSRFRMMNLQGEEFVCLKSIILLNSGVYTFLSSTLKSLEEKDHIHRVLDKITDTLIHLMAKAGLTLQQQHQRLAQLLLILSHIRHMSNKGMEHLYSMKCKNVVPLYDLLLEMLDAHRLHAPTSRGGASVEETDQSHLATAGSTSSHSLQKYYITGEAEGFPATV
H69AR inhibit – growth inhibitors of human H69AR lung tumor cells. H69AR lung tumor viability, ATP luminescence, 72 h; hits give low values. viability, % at 10 µM. 85,000 compounds, 6% hits. AID 598;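 active = viability at or below 40%; inactive = viability above 40%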;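 note: multidrug resistant small cell line overexpressing MRP-1 efflux transporter; 100% = mean luminescence of untreated control wells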
Mac1 fbg inh – blocks human CD11b/CD18 adhesion to fibrinogen; P05107+P11215; K562 CD11b/CD18 adhesion to fibrinogen, ATPlite luminescence; Mn2+ added to activate the integrin; inhibition, % at 10 µM; 93,000 compounds, 0.54% hits; AID 1497;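 active = primary inhibition of 50% or more at 10 µM, then 40% or more on retest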; note: some results filed as inactive read as strong as hits
CYP2C19 act – activators of human cytochrome P450 2C19. recombinant CYP2C19, luciferin-H EGE luminescence; hits give high values; 0 = fully inhibited enzyme, 1 = untreated enzyme. activation factor at 5 µM. 96,000 tested, under 10 active. AID 1025;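 active = activation factor of at least 2 at 5 µM in the primary screen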;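 note: 0 = wells with 2.5 mM tranylcypromine and 1 = vehicle-only wells; values of inactives mirror those of a sister screen read the other way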
Target sequence (P33261 whole entry, looked up): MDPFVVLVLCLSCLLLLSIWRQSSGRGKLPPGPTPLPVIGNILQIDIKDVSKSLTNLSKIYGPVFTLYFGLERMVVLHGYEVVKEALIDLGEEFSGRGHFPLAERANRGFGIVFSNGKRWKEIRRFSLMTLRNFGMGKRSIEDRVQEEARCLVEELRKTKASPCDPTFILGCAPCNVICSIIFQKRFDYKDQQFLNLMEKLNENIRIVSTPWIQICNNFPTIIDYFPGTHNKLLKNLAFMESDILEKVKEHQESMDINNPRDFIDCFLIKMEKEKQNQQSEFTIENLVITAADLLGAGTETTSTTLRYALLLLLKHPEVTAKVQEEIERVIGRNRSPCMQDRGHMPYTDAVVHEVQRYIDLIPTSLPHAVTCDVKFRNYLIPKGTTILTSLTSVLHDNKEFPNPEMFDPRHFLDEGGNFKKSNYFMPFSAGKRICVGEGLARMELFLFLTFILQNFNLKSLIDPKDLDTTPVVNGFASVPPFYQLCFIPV
ERa coact pot – enhances coactivator binding to human estrogen receptor alpha | P03372 | TR-FRET ERalpha-LBD/SRC-Cy5 coactivator binding, 2 h; 100 = basal binding, no effect | coactivator binding (% of control), % at 25.6 µM | 86,000 compounds, 1.3% hits; in the data active = activity above about 200%;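 note: binding measured in presence of low estradiol as agonist stimulus; 0% = peptide alone without receptor and 100% = receptor with peptide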
Fibroblast inh – blocks proliferation of human lung fibroblasts | LL 47 human lung fibroblast viability, ATP luminescence; hits give low values | viability, % at 10 µM | 85,000 compounds, 1.1% hits;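 active = viability at or below 50% in the single dose screen; inactive = viability above 50%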;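 note: compound exposure lasted 72 h before the ATP readout; 100% = median luminescence of untreated cell-only wells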
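test system = LL 47 human lung fibroblasts | amount = 1,150 fibroblasts seeded per well | medium = 15% FBS in IMEM | times = overnight cell rest, 72 h compound treatment at 37 °C | measured by = CellTiter-Glo luminescence measuring cellular ATP | read-out = viability percentage against median untreated-cell control | benchmarks = cell-only wells, no compound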
CYP2C19 inhib – inhibitors of human CYP2C19. inhibition, % at 5 µM. P33261. 96,000 compounds, 21% hits. CYP2C19 Supersomes, luciferin-H EGE luminescence, 30 min;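 active = CYP2C19 inhibition above a set limit at 5 µM in the primary screen, cut at about 50% in these data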;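 note: plate controls were negative control wells for no effect and 2.5 mM tranylcypromine positive control for full effect; values of inactives mirror those of a sister screen read the other way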
HUVEC inhibit – inhibitors of human endothelial cell proliferation; HUVEC proliferation, CellTiter-Glo luminescence, 72 h; hits give low values; viability, % at 10 µM (by protocol); 86,000 compounds, 1.1% hits; AID 648;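 active = viability at or below 30%; inactive = viability above 30%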;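 note: 100% = median luminescence of DMSO-only cell control wells on each plate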
Mac1 fbg enh – enhancers of human CD11b/CD18 binding to fibrinogen; P05107+P11215; K562 CD11b/CD18 adhesion to fibrinogen, ATPlite luminescence; activation, % at 10 µM; 93,000 compounds, 0.07% hits;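 active = 10 µM primary screen giving 50% or more activity, confirmed by 40% or more on retest at that dose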; note: strong numbers were not always called active
Numbers without * were called inactive; x = not tested or not shown; [ ] = dose if it differs, or a comment.

SMILES | ERa SRC1 inh | H69AR inhibit | Mac1 fbg inh | CYP2C19 act | ERa coact pot | Fibroblast inh | CYP2C19 inhib | HUVEC inhibit | Mac1 fbg enh
O=S(=O)(c1cccs1)N1CN(Cc2ccccc2)c2nc3ccccc3nc21 | x | x | -2 | 1.1 | x | x | -12 | x | -3
O=C(O)CC(Cc1ccccc1)c1ccc2c(c1)OCO2 (stereo not drawn) | -4 | 105 | 33 | 0.8 | 96 | 103 | 18 | 93 | 1
Cc1cccc(-c2c3c(=O)n(C)c(=O)n(C)c3cn2C2CCCCC2)c1 | 0 | 23* | -11 | 0.7 | 84 | 79 | 35 | 103 | 4
NC(=O)c1c(NC(=O)C2CCCO2)sc2c1CCC2 (stereo not drawn) | -3 | 76 | 1 | 0.9 | 100 | 100 | 9 | 89 | 2
CCOc1ccc(NC(=O)c2nn(C)cc2Br)cc1 | 3[fluorescence artefact?] | 106 | 3 | 0.9 | 110[fluorescence artefact?] | 106 | 13 | 96 | 97
Cc1cc(NC(=O)c2cc3n(n2)C(C(F)(F)F)CC(c2ccco2)N3)no1 (stereo not drawn) | -1 | 80 | 14 | 0.9 | 80[fluorescence artefact?] | 91 | 13 | 99 | -13
CCC1(C)Cc2c(c(=O)n(-c3ccccc3)c3ncnc(N)c23)CO1 (stereo not drawn) | -26 | 94 | -4 | 1.2 | 105 | 96 | -15 | 94 | 1
Cc1cc(-c2ccco2)n(CC(=O)NCc2ccccc2)n1 | -4 | 85 | -7 | 0.3 | 112 | 94 | 75* | 97 | 0
CC(=O)N1CCC(Nc2ccc(C)cc2)CC1 | 3 | 99 | -1 | 0.9 | 98 | 89 | 6 | 93 | 2
COc1ccc2c(c1)CCc1c(C(=O)N3CCCCCC3)noc1-2 | 0 | 88 | -1 | 0.8 | 100 | 81 | 24 | 93 | -2
Cc1cc(NS(=O)(=O)c2ccc(NC(=O)C(C)Oc3ccc(Cl)cc3)cc2)no1 (stereo not drawn) | -6 | 94 | x | 1 | 101 | 95 | -3 | 92 | x
CCOC(=O)C1CCN(C(=O)c2cn(-c3ccccc3)nc2-c2cccnc2)CC1 | 2 | 84 | 0 | 0.8 | 114 | 97 | 20 | 100 | -1
Cc1cc(Cl)ccc1OCCCC(=O)NO | 13 | 3.1* | x | 0.7 | 106[fluorescence artefact?] | 81 | 32 | 92 | x
CCOC(=O)c1c(C2CC2)csc1NC(=O)CSCc1c(C)noc1C | -5[fluorescence artefact?] | 76 | -4 | 0.4 | 119[fluorescence artefact?] | 96 | 64* | 104 | -1
COc1ccc2c(c1)[nH]c1c(=O)n(CC3CCCO3)cnc12 (stereo not drawn) | 0 | 87 | -12 | 0.9 | 93 | 98 | 7 | 97 | 0
Oc1ccc(C(c2nnnn2C2CCCC2)N2CCc3ccccc3C2)cc1 (stereo not drawn) | -3 | 72 | -16 | 0.1 | 82 | 96 | 94* | 97 | 2
Cn1c(=O)[nH]c(=O)c2c1nc(NCCc1ccccc1)n2CC(O)COc1ccccc1 (stereo not drawn) | -1 | 78 | -2 | 0.8 | 134[fluorescence artefact?] | 105 | 19 | 69 | 1
Cc1ccc(S(=O)(=O)NCCN2CCOCC2)cc1C | 5 | 100 | -27 | 0.8 | 88 | 108 | 25 | 93 | 14
Cc1ccc(C2SCC(=O)N2Cc2cn3ccsc3n2)o1 (stereo not drawn) | -3 | 73 | 3 | 0.7 | 89 | 100 | 27 | 88 | 0
COC(=O)CCC/C=C1/SCC(NC(=O)c2ccccc2)C1=O (stereo not drawn) | 5 | 99 | 0 | 1 | 100 | 104 | 4 | 98 | 91
CCOC(=O)c1cc(=O)n(Cc2ccccc2C)c2ccccc12 | -2 | 70 | -18 | 0.5 | 113 | 88 | 50 | 93 | 1
COC(=O)C1=C(C)C(c2cccs2)NC(=O)N1C (stereo not drawn) | -2 | 72 | x | x | 108 | 116 | x | 91 | x
COC(=O)CC(NC(=O)c1ccc(C)cc1)c1ccccc1 (stereo not drawn) | -13 | 104 | 19 | 0.3 | 107 | 93 | 69* | 88 | -1
Cc1c(N2C(=O)c3ccc(Br)cc3C2=O)c(=O)n(-c2ccccc2)n1C | -10 | 94 | x | 0.9 | 91 | 106 | 15 | 96 | x
CN(C)c1nc(Oc2ccc(=O)[nH]n2)nc(N2CCCCC2)n1 | -26 | 98 | 2 | 0.9 | 116 | 93 | 9 | 87 | 0
O=C(O)[C@H]1CCC(=O)N1Cc1ccco1 | x | x | -2 | 1.1 | x | x | -14 | x | 1
COc1ccc(NC(=O)CCC(=O)OC(C(=O)c2ccccc2)c2ccccc2)cc1 (stereo not drawn) | x | x | 4 | 0.8 | x | x | 25 | x | 1
CC(C)(C)c1[nH]nc2c1C(c1ccoc1)C(C#N)=C(N)O2 (stereo not drawn) | 0 | 102 | -2 | 0.6 | 100 | 100 | 39 | 90 | -4
CC1CC(NC(=O)CCn2c(=O)oc3ccccc32)CC(C)(C)C1 (stereo not drawn) | -3 | 90 | -3 | 0.8 | 146 | 95 | 20 | 102 | -6
Oc1ccc(Br)cc1-c1cc(-c2ccco2)[nH]n1 | 13 | 48 | 4 | 0.8 | 78 | 70 | 15 | 43 | -7
Nc1nc(-c2ccco2)cs1 | -4 | 94 | 3 | 0.9 | 79 | 95 | 8 | 83 | 3
COc1ccc(C2C(C#N)=C(C)NC3=C2C(=O)CC(C)(C)C3)cc1 (stereo not drawn) | -5 | 93 | 2 | 0.6 | 106 | 102 | 36 | 93 | -5
COC(=O)NC1(C(F)(F)F)C(=O)NC(C)=C1C(=O)OC (stereo not drawn) | -13 | 96 | -2 | 1 | 109 | 101 | -2 | 98 | 1
Cc1ccc(SCc2cn3c(C)csc3n2)cc1 | 6 | 97 | 10 | 0.1 | 90 | 100 | 90* | 108 | 0
CN(CCO)c1nc(N)c2c(N)nc3c(c2c1C#N)CC(=O)N3C1CCCC1 | 24[fluorescence artefact?] | 31* | x | 0.6 | 57[fluorescence artefact?] | 94 | 44 | 71 | x
Cc1cnc(C(=O)Nc2ccccc2C(=O)N2CCOCC2)cn1 | -5 | 97 | -21 | 1.1 | 121 | 95 | -5 | 100 | 0
Cc1cc(Cl)ccc1OCC(=O)NCCOc1nc(N2CCCCC2)nc(N2CCOCC2)n1 | 5[fluorescence artefact?] | 83 | 3 | 0.9 | 175 | 99 | 9 | 90 | 2
O=C(NCC1CCCO1)c1ccc(NC(=O)C2CC=CCC2C(=O)O)cc1 (stereo not drawn) | 3 | 91 | -6 | 1.1 | 147[fluorescence artefact?] | 101 | -8 | 100 | -6
O=C(NCc1ccccc1)c1ccc2c(c1)OCCO2 | 2 | 92 | 0 | 0.2 | 119 | 100 | 85* | 95 | -2
Cc1oc2ccc(O)c(CN3CCOCC3)c2c1C(C)O (stereo not drawn) | 5 | 89 | x | x | 104 | 104 | x | 94 | x

Record cards, from the list above. Values in the order: ERa SRC1 inh	H69AR inhibit	Mac1 fbg inh	CYP2C19 act	ERa coact pot	Fibroblast inh	CYP2C19 inhib	HUVEC inhibit	Mac1 fbg enh
`COc1ccc2c(c1)[nH]c1c(=O)n(CC3CCCO3)cnc12` (stereo not drawn) reads 0	87	-12	0.9	93	98	7	97	0
`CCOC(=O)c1c(C2CC2)csc1NC(=O)CSCc1c(C)noc1C` reads -5[fluorescence artefact?]	76	-4	0.4	119[fluorescence artefact?]	96	64*	104	-1
`Cc1ccc(C2SCC(=O)N2Cc2cn3ccsc3n2)o1` (stereo not drawn) reads -3	73	3	0.7	89	100	27	88	0
`CN(CCO)c1nc(N)c2c(N)nc3c(c2c1C#N)CC(=O)N3C1CCCC1` reads 24[fluorescence artefact?]	31*	x	0.6	57[fluorescence artefact?]	94	44	71	x
`Oc1ccc(C(c2nnnn2C2CCCC2)N2CCc3ccccc3C2)cc1` (stereo not drawn) reads -3	72	-16	0.1	82	96	94*	97	2

Next compounds:
SMILES | ERa SRC1 inh | H69AR inhibit | Mac1 fbg inh | CYP2C19 act | ERa coact pot | Fibroblast inh | CYP2C19 inhib | HUVEC inhibit | Mac1 fbg enh
COCCCNC(=O)c1ccc(NS(C)(=O)=O)cc1 | 8 | 84 | 3 | 1 | 95 | 104 | 0 | 107 | 0
COc1ccc(OC)c(N2Cc3cc(C)c(C)cc3C2)c1 | 15[fluorescence artefact?] | 82 | -25 | 1 | 87[fluorescence artefact?] | 95 | 2 | 92 | 3
Cc1c(C(=O)N2CCN(c3ccc(C(F)(F)F)cn3)CC2)oc2ccccc12 | -8 | 90 | 6 | 0.7 | 104[fluorescence artefact?] | 101 | 32 | 101 | -2
Cc1occc1C(=O)N1CCN(C(c2ccccc2)c2ccccc2)CC1 | -2 | 87 | 20 | 0.7 | 97 | 99 | 35 | 85 | -3
O=C(NCCCN1CCOCC1)c1cn(-c2ccccc2)nc1-c1cccs1 | x | x | -28 | 1 | x | x | 2 | x | 0
CCOC(=O)C1=C(C)OC(N)=C(C(=O)OCC)C1c1cccnc1 (stereo not drawn) | 1 | 94 | -17 | 0.1 | 123 | 104 | 92* | 107 | 0
Cc1cccc2nc(CSCc3ccco3)cn12 | 14 | 86 | -22 | 0.4 | 88[fluorescence artefact?] | 100 | 64* | 89 | -1
O=S(=O)(NCc1ccc(F)cc1)c1cccc(S(=O)(=O)N2CCOCC2)c1 | 28 | 104 | 12 | 0.5 | 92 | 99 | 49 | 93 | -5
Cc1ccc(N(CC(=O)NC(C)c2ccccc2)S(=O)(=O)c2cccs2)cc1 (stereo not drawn) | 5 | 97 | -16 | 0 | 77 | 97 | 98* | 88 | -3
CC(=O)Nc1nc(C=C(Cl)Cl)cs1 | 65* | 81 | -6 | 0.8 | 15[fluorescence artefact?] | 97 | 15 | 94 | 46
COc1cc(OC)c(OC)cc1/C=N/N(C)c1ccccc1 | -15 | 82 | 13 | 0.7 | 75[fluorescence artefact?] | 99 | 33 | 89 | 6
COc1ccc(-c2csc(N(CC3CCCO3)C(=O)c3ccco3)n2)cc1 (stereo not drawn) | -10 | 71 | x | 1.1 | 102 | 97 | -6 | 112 | x
CCOC(=O)C1=C(C)NC(C)=C(C(=O)OCC)C1c1sccc1C | x | x | -8 | 0.4 | x | x | 56* | x | 3
COc1ccc(NC(=O)C2CCN(S(=O)(=O)c3cccc4cccnc34)CC2)cc1OC | -6 | 98 | x | x | 95 | 93 | x | 104 | x
O=C(NCCCc1ccccc1)c1ccccc1 | 4 | 89 | 5 | 0.5 | 106 | 105 | 49 | 89 | 0
CCCOc1cc(CN2CCCCC2)cc(C(C)=O)c1 | 14 | 97 | -4 | 1.2 | 96 | 110 | -17 | 92 | -3
O=C(c1ccc(F)cc1)N1CCN(c2cc(N3CCCCC3)c(F)cc2[N+](=O)[O-])CC1 | x | x | -26 | 0.1 | x | x | 95* | x | -1
N#CC1=C(N)NC(SCc2ccc(Br)cc2)=C(C#N)C12CCCCC2 | -2 | 59 | x | x | 117 | 87 | x | 57 | x
CCC(=O)Oc1ccc(C/C(=N\O)c2ccc(O)cc2O)o1 | 70*[fluorescence artefact?] | 16* | -2 | 0 | 13[fluorescence artefact?] | 93 | 96* | 80 | -1
O=C1c2ccccc2C(Nc2ccc3c(c2)OCCO3)N1Cc1ccco1 (stereo not drawn) | -3 | 85 | 41 | 0.3 | 108 | 87 | 73* | 99 | -2
